STK33 kinase inh: inhibitors of human STK33 kinase; Q9BYT3; purified STK33, MBP phosphorylation, ADP-Glo luminescence; inhibition, % at 10 µM; actives 0.073% (n = 320,000);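 active means inhibition at or above 25%, using the most active replicate where run in duplicate; inactive means inhibition below 25%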
Target sequence (Q9BYT3 whole entry, looked up): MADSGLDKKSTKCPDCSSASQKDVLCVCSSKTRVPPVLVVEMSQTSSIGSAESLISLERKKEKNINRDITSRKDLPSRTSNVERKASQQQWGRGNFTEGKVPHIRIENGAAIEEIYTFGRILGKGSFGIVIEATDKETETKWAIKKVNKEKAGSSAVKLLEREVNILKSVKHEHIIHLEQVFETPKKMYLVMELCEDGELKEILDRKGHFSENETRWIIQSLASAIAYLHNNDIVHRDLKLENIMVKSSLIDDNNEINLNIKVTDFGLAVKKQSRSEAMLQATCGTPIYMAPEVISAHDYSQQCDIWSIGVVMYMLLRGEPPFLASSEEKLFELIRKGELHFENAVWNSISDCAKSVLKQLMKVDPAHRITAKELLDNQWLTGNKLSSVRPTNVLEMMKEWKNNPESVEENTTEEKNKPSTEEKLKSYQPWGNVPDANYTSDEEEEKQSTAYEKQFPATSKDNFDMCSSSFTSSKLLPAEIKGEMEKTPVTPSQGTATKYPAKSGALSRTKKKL
Kir21 inh: inhibitors of mouse Kir2.1 inward-rectifier potassium channel; HEK293-Kir2.1, FluxOR thallium flux fluorescence; stronger effect = lower value; B-score at 10 µM; actives 0.85% (n = 310,000); AID 1672;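 active means fluorescence ratio B-score at or below minus 3 SD of library scores, with starting-brightness B-score within 2 SD, cut at about -4.2 in these data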;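 further: channel flux triggered by added potassium and thallium sulfate stimulus; B-score of peak minus minimum fluorescence over baseline after thallium stimulus; more negative B-score means stronger Kir2.1 block with less thallium influx; some compounds called inactive have numbers as strong as hits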
Target sequence (P35561 whole entry, looked up): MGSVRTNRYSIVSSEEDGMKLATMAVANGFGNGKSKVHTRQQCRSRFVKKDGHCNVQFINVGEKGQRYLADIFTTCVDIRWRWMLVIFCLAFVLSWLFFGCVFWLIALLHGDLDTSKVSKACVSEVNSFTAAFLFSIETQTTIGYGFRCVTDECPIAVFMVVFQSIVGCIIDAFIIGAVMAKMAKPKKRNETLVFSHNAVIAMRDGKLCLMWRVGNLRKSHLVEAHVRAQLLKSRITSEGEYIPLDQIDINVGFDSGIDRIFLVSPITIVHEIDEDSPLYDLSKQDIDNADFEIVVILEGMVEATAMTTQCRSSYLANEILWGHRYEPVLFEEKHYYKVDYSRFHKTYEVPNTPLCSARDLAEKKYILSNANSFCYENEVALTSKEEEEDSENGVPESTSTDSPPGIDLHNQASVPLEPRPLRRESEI
KCNQ2 block: KCNQ2 potassium channel inhibitors, primary screen, cell-based, CHO-K1, FluxOR thallium flux, B-score (AID 2156); 20 min; stronger effect = lower value; B-score at 10 µM; actives 1.1% (n = 310,000);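 active means fluorescence ratio B-score at most minus 3 library SDs, with starting brightness B-score within 2 library SDs, cut at about -5.5 in these data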
* hit, by the source's call; i = inactive; . = not tested or not shown.

Preview, 6 compounds:
SMILES	STK33 kinase inh	Kir21 inh	KCNQ2 block
CCN(CC)C(=O)c1cn(CC)c(=O)c2cc(OC)c(OC)cc12	-1.5	0.54	i
COc1ccc(OC)c(-n2c(=S)[nH]c3cc(C(=O)NCCCN4CCCC4=O)ccc3c2=O)c1	-1.9	-0.78	i
C/C(=N\N1CCN(c2ccc(Cl)cc2)CC1)c1ccco1	-0.7	-0.54	i
O=C(COC(=O)C1CC2C=CC1C2)Nc1ccccc1 (stereo not given)	-0.3	-0.42	i
O=C(NCCc1ccccc1)c1nc(-c2cccs2)no1	-0.7	0.43	i
O=C(CS(=O)(=O)c1ccccc1)Nc1nc(-c2ccc(F)cc2)cs1	0.7	-0.59	i

This part in full, from the start:
SMILES	STK33 kinase inh	Kir21 inh	KCNQ2 block
CCN(CC)C(=O)c1cn(CC)c(=O)c2cc(OC)c(OC)cc12	-1.5	0.54	i
COc1ccc(OC)c(-n2c(=S)[nH]c3cc(C(=O)NCCCN4CCCC4=O)ccc3c2=O)c1	-1.9	-0.78	i
C/C(=N\N1CCN(c2ccc(Cl)cc2)CC1)c1ccco1	-0.7	-0.54	i
O=C(COC(=O)C1CC2C=CC1C2)Nc1ccccc1 (stereo not given)	-0.3	-0.42	i
O=C(NCCc1ccccc1)c1nc(-c2cccs2)no1	-0.7	0.43	i
O=C(CS(=O)(=O)c1ccccc1)Nc1nc(-c2ccc(F)cc2)cs1	0.7	-0.59	i
CC(C)(C)c1ccc(CN(Cc2ccccc2)C(c2ccccn2)c2nnnn2C(C)(C)C)cc1 (stereo not given)	-1.2	-0.78	-9.41*
CCSc1c(C(=O)NC)ccc2c1C(=O)c1ccccc1C2=O	-2.4	1.11	i
Cc1ccc(C2(C)NC(=O)N(CCOc3ccccc3)C2=O)cc1 (stereo not given)	-0.2	-2.1	i
COc1ccc(NC(=S)NNC(=O)OC(C)(C)C)cc1OC	-0.4	0.47	i
CC(C)n1cc(CN2CCCC(C(=O)Nc3cccc(-c4cc5ccccc5[nH]4)c3)C2)cn1 (stereo not given)	-1.8	-0.67	i
Cc1ccc(N2CC(C(=O)OCc3ccccc3F)CC2=O)cc1 (stereo not given)	-0.2	-1.65	i
COc1cc(C(=O)NC(=S)Nc2ccc(Cl)cn2)cc(OC)c1OC	-1.4	-1.05	i
COc1cc(/C=C(/C#N)C(=O)NCc2ccccc2)cc(OC)c1OC	0.4	0.12	i
CN(C)c1ncc([N+](=O)[O-])cc1C(F)(F)F	0.3	-0.38	i
Cc1ccc(-n2cnc3scc(-c4cccs4)c3c2=O)cc1	-0.8	0.38	i
CCCCN1C(=O)NC2NC(=O)NC21 (stereo not given)	-1.4	0.83	i
CCc1nc2nc(C)c(NS(=O)(=O)c3ccc(Cl)s3)c(=O)n2[nH]1	0.1	0.45	i
CC1(C)CC(O)(CNCc2ccc3c(c2)OCO3)CCO1 (stereo not given)	3.4	0.1	i
O=C(N/N=C/c1ccc2c(c1)OCO2)C1CC1	-0.5	-0.15	i
O=C(CNS(=O)(=O)c1ccccc1)NCc1ccccn1	0.8	-0.81	i
CCCCNC(=O)c1c(CSc2ccccc2)noc1C(=O)NCc1ccccc1	-1.3	-0.03	i
COc1ccc(C(=O)NC(=S)N(C)Cc2ccccc2)cc1Br	-1.8	1.02	i
COc1ccccc1NS(=O)(=O)c1cc(NC(=O)c2[nH]c(C)c(C(C)=O)c2C)ccc1N1CCOCC1	-0.8	1.33	i
CNC(=O)/C(C#N)=C/c1c(N2CC(C)OC(C)C2)nc2ccccn2c1=O (stereo not given)	0.0	1	i
Next entries follow:
SMILES	STK33 kinase inh	Kir21 inh	KCNQ2 block
Cc1ccc(C(=O)Nc2cccnc2)cc1NC(=O)c1ccco1	-0.1	0.34	i
COC(=O)/C(=C\Nc1ccc(Oc2ccc(F)cc2F)nc1)NC(=O)c1ccccc1	-1.0	1.31	i
CCOC1=NC(C(=O)O)c2ccccc2/C(=C(/C)Cl)N1 (stereo not given)	-2.1	-0.1	i
C=CCN1C(=O)C2C(C(=O)NC)C3C=CC2(O3)C1C(=O)NCc1ccc(OC)cc1 (stereo not given)	-1.0	0.13	i
Cc1cccc(C)c1Nc1nnc(SCC(=O)c2ccc3c(c2)NC(=O)CO3)s1	0.2	-0.78	i
Cc1ccc(CNC(=O)COc2ccc(S(=O)(=O)NC(C)C)cc2)cc1	9.3	-0.7	i
COc1ccc2nc(NC(=O)NC3CCCCC3)sc2c1	4.4	-2.26	i
Cc1cccc(N2CCN(C(=O)CCS(=O)(=O)c3ccc4c(c3)NC(=O)C(C)S4)CC2)c1C (stereo not given)	-1.8	-0.12	i
O=C(/C=C/c1ccc2c(c1)OCO2)N1CCN(c2ccc(Cl)cc2)CC1	-0.9	0.07	i
O=c1c2cnn(-c3ccccc3Cl)c2ncn1Cc1cccnc1	0.5	0.04	i
CC(=O)c1ccc(N2CCN(C(=S)NCCCN(C)C)CC2)cc1	0.7	1.24	i
COc1ccc(-c2cc(C(=O)Nc3ccc(F)cc3F)no2)cc1	0.1	-0.22	i
COc1ccc(CCNc2nnc(Sc3nnnn3-c3ccccc3)s2)cc1OC	0.1	-4.47*	i
COc1cccc(NC(=O)COc2cccc3c2CCNC3=O)c1	2.8	0.61	i
Cc1ccc(CS(=O)(=O)Cc2ccc(C(=O)NCc3cccnc3)o2)cc1	0.0	-0.47	i
CCc1ccccc1S(=O)(=O)Cc1ccc(C(=O)N2CCN(c3ccccn3)CC2)o1	-1.0	-1.06	i
O=C(CN1C(=O)c2ccccc2S1(=O)=O)NCCC1=CCCCC1	-1.7	1.73	i
O=C(/C=C/c1ccccc1Cl)NNC(=O)c1cccs1	0.0	1.21	i
O=C(Nc1cccc(-n2cnnn2)c1)c1ccco1	0.1	0.73	i
Cc1ccc(NC2CC(=O)N(c3ccc(N4CCCCC4)cc3)C2=O)cc1 (stereo not given)	-0.4	-0.94	i
O=c1cnc2cc([N+](=O)[O-])ccc2[nH]1	-0.5	0.47	i
CCc1ccc2c(CN3CCN(S(=O)(=O)c4ccc5c(c4)OCCO5)CC3)cc(=O)oc2c1	-0.9	-0.67	i
CCOC(=O)CN(C)S(=O)(=O)c1ccc(-c2cc(C(=O)OC)sc2C(F)(F)F)cc1	-1.7	0.11	i
Cc1ccc(N2CCN(C(=O)c3cccc([N+](=O)[O-])c3)CC2)cc1Cl	-0.9	0.02	i
O=C(Nc1ccccc1)N1CCOCC1	1.6	-1.3	i
Further results
SMILES	STK33 kinase inh	Kir21 inh	KCNQ2 block
CC[N+]1=C(C)C(C)(C)c2cc(C)ccc21	-0.9	0.6	i
Cc1cc(O)ccc1-c1cnc2ccccc2n1	3.9	0.26	i
CSc1ncc(Cl)c(C(=O)Nc2nnc(SC/C=C/c3ccccc3)s2)n1	-0.7	1.75	i
CC(=O)N/N=C/c1cc2c(cc1[N+](=O)[O-])OCO2	-1.5	-1.49	i
CNC(=O)CC(=O)Nc1ccccc1C(=O)O	-1.1	0.71	i
Cc1ccc(S(=O)(=O)c2cc3c(=O)n4ccccc4nc3n(Cc3ccco3)c2=N)cc1	-1.5	-1.7	i
COc1ccc(C(=O)NCCS(=O)(=O)NCc2ccc(F)cc2)cc1	1.2	0.86	i
Cc1ccc(C)c(OCC(O)CN2CCCCC2C)c1 (stereo not given)	-1.9	-0.5	i
O=C(N/N=C/c1c(O)n(Cc2ccco2)c(=O)[nH]c1=O)c1ccccc1	-0.6	-1.79	i
Cc1ccc2nc(N(CCCN(C)C)C(=O)c3ccc(S(=O)(=O)N(C)C)cc3)sc2c1	-0.5	-2.53	i
CCCc1nnc(NC(=O)CS(=O)(=O)c2ccc(C)cc2)s1	-0.1	0.18	i
CCOc1ccc(NC(=O)CCC(=O)NNC(=O)COc2ccc(C)cc2Br)cc1	-0.6	-0.81	i
Cc1ccc(N2C(=O)C3CC(c4ccccc4)=C4C5C=CC(C6C(=O)N(c7ccc(C)cc7)C(=O)C56)C4C3C2=O)cc1 (stereo not given)	-0.1	0.36	i
CCCCN(C)c1ccc([N+](=O)[O-])cc1	2.0	-0.01	i
COCc1c(C(=O)N/N=C(/C)c2cccs2)nnn1-c1nonc1N	1.1	-0.04	i
Cc1cc(C)c[n+](C(C)C(=O)c2ccc(-c3ccccc3)cc2)c1 (stereo not given)	-1.2	0.99	i
CCCOc1ccc(C(CC(=O)O)NC(=O)c2ccc3c(c2)OCO3)cc1 (stereo not given)	-1.1	0.51	i
Cc1cccc(-n2ncc3c(N(C)Cc4ccccc4)ncnc32)c1	-0.6	-0.74	i
Cc1ccc(-c2cnc(SCCNC(=O)c3ccco3)[nH]2)cc1	-0.2	-0.5	i
CCCCn1c(SCc2ncc(-c3ccccc3)o2)nc2cc(S(N)(=O)=O)ccc21	.	0.35	i
CCOC(=O)n1cc(-c2cnc(CNC(=O)C(C)(c3ccccc3)c3ccccc3)o2)c2ccccc21	-0.6	-1.19	i
NC(N)=NC(N)=Nc1ccc2ccccc2c1	.	0	i
CCOC(=O)C(=CNc1ccccc1N1CCOCC1)C(=O)OCC	-0.4	1.14	i
COc1ccc(N(C(=O)c2ccc(S(=O)(=O)N3CCCC3)cc2)C2C=CS(=O)(=O)C2)cc1 (stereo not given)	-1.0	0.08	i
CCOC(=O)C1(CCc2ccccc2)CCN(Cc2ccn[nH]2)CC1	0.3	-2.09	i
(cont.)
SMILES	STK33 kinase inh	Kir21 inh	KCNQ2 block
O=C(C1CC1)N1N=C(c2ccccc2)CC1(O)C(F)(F)C(F)(F)F (stereo not given)	-0.1	-1.64	i
O=C(c1ccc(Cl)cc1)C1CCN(CC(=O)N2CCCCC2)CC1	-0.9	0.65	i
Cc1ccc(OCCCCN2CCc3ccccc3C2)cc1	-1.0	0.02	i
Cc1ccc(C)c(NC(=O)C(=O)NCC2CCCN2S(=O)(=O)c2cccs2)c1 (stereo not given)	-1.7	-0.07	i
O=[N+]([O-])c1ccc(Cl)c(/C=N/n2c(COc3ccccc3)n[nH]c2=S)c1	-1.2	0.19	i
Cn1c(SCC(=O)c2ccccc2)nnc1-c1ccc(O)cc1	1.9	-1.52	i
CC(=O)c1c(C)n(CC(=O)NCc2ccc3c(c2)OCO3)c2ccccc12	-0.6	2	i
CN1CCN(C(=O)CCn2c(=O)c3cccn3c3cccnc32)CC1	0.8	0.46	i
Cc1cc(C)cc(C(=O)Nc2ccc(NC(=O)c3cccs3)cc2)c1	-1.3	-1.17	i
COc1ccccc1NCc1cc(=O)oc2c(C)c(O)ccc12	0.1	1.05	i
Cc1cccc(N(CC(=O)Nc2cccnc2)S(C)(=O)=O)c1	-0.1	-1.71	i
CC(C)Cn1c(N)c(C(=O)COC(=O)c2ccc3c(c2)OCCO3)c(=O)n(C)c1=O	-0.6	-0.84	i
CCOC(=O)c1c(C)[nH]c(C(=O)OCC(=O)N(CC(C)C)c2c(N)n(Cc3ccccc3)c(=O)[nH]c2=O)c1C	-0.4	1.14	i
O=C(CSc1nc2ccccc2o1)N1CCN(S(=O)(=O)c2ccc3ccccc3c2)CC1	0.0	0.02	i
COc1ccc(C(F)(F)F)cc1N/C=C/c1nnnn1-c1ccc(C)cc1	-1.7	-0.93	i
COc1ccc(CCC(=O)NCCOc2ccc(Cl)cc2)cc1	-0.2	1.26	i
COc1cccc(-c2cc(C(F)(F)F)nc(N3CCCCC3)n2)c1	-3.8	-1.36	i
Cc1ccc(NC(=O)CN2c3cccc4cccc(c34)S2(=O)=O)cc1S(=O)(=O)N1CCOCC1	-1.2	0.05	i
Cn1c(Cc2cccc3ccccc23)nnc1SCC(=O)N1CCN(c2cccc(Cl)c2)CC1	-0.5	-1.39	i
COc1ccc(Cl)cc1NC(=S)NCc1cccnc1	-4.6	0.03	i
COCCNC(=O)c1cc(-c2cccs2)on1	-2.9	0.43	i
CCSCc1nc(N)nc(NCCc2ccccc2)n1	2.2	-0.89	i
COc1ccc(CC(=O)Nc2ccc(N3CCOCC3)cc2)cc1S(=O)(=O)N1CCOCC1	2.0	0.53	i
CC(=O)C1=C(O)C(=O)N(c2ccc(Br)cn2)C1c1ccccc1[N+](=O)[O-] (stereo not given)	-0.5	0.75	i
Cn1c(=O)c2c(SCC(=O)N3CCOCC3)nc(C3CC3)nc2n(C)c1=O	-1.8	-0.62	i

One compound at a time, as listed above. Order of screens: STK33 kinase inh	Kir21 inh	KCNQ2 block
`CC(C)Cn1c(N)c(C(=O)COC(=O)c2ccc3c(c2)OCCO3)c(=O)n(C)c1=O` is entered as -0.6	-0.84	i
`Cc1ccc(C)c(NC(=O)C(=O)NCC2CCCN2S(=O)(=O)c2cccs2)c1` (stereo not given) is entered as -1.7	-0.07	i
`Cc1ccc(OCCCCN2CCc3ccccc3C2)cc1` is entered as -1.0	0.02	i

(list continues)
SMILES	STK33 kinase inh	Kir21 inh	KCNQ2 block
CCn1cc(C(=O)Nc2ccccc2)c(=O)c2ccc(C)nc21	0.8	-0.57	i
CC1CCC2(CC1)NC(=O)N(CC(=O)c1cn(CCC#N)c3ccccc13)C2=O (stereo not given)	-1.7	-1.48	i
Cc1cc(C)c(C)c(S(=O)(=O)N2CCN(C)CC2)c1C	-1.3	-3.14	i
CN1CN(C)c2cccc3cccc1c23	-1.7	-0.14	i
COc1ccc(C#Cc2c(-c3ccsc3)oc3ccc(-c4cc(OC)c(OC)c(OC)c4)cc23)cc1	-1.8	1.25	i
S=C(c1ccc2c(c1)OCO2)N1CCCC1	-0.4	2.26	i
CN(C(=O)CN1C(=O)c2ccccc2S1(=O)=O)c1ccccc1C(=O)O	0.4	-0.02	i
O=C(NC(NC1CCS(=O)(=O)C1)C(=O)c1ccccc1)c1ccc(Cl)cc1 (stereo not given)	-0.1	0.63	i
